OX1R antag-1: blocks the human orexin 1 receptor; O43613; CHO/OX1R cells, Fluo-8 calcium fluorescence, orexin A; inhibition, % at 5 µM; hit rate 0.43% among 330,000; AID 434989;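 active = inhibition above its plate's threshold, mean inhibition of all tested compounds on the plate plus 3 SD, cut at about 37% in these data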;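 note: 0% = orexin A challenge wells and 100% = SB-334867-A antagonist wells; not every result past the cut was called active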
Target sequence (O43613 whole entry, looked up): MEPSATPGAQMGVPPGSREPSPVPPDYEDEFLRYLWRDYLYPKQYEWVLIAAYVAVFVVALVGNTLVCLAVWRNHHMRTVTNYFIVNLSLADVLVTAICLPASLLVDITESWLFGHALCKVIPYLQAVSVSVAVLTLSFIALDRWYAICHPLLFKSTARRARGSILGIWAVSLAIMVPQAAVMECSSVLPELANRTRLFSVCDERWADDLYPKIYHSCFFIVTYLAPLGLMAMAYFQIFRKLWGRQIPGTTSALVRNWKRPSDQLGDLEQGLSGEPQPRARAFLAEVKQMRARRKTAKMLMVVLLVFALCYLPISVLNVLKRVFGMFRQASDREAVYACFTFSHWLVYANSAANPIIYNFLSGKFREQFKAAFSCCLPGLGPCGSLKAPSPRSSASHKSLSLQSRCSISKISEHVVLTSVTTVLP
OX1R antag-2: antagonists of human orexin 1 receptor (OX1R). O43613. OX1R-expressing cells, FRET antagonist read-out. inhibition, % at 6.6 µM. hit rate 1.8% among 330,000. AID 485270; in the data active = inhibition mostly above about 38%, no sharp cut-off; inactive = mostly below about 40%;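 note: 0% = agonist challenge alone and 100% = reference antagonist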
* hit, by the source's call.

Values run as follows: OX1R antag-1 | OX1R antag-2
CCc1cc(C(=O)OC)c(NC(=O)CC2NCCNC2=O)s1 (configuration not stated)
→ -4 | 10
Cc1ccccc1-n1c(SCC(=O)Nc2c(C)cccc2C)nc(O)cc1=O
→ -24 | 7
O=C(COC(=O)C12CC3CC(CC(Br)(C3)C1)C2)NNC(=O)c1ccccc1
→ -8 | -3
COc1ccc2c(c1)C(=O)[C@@H](O)[C@H](c1ccc(OC)c(Br)c1)O2
→ -19 | 12
Brc1ccc(-c2nnc(-c3cccnc3)o2)cc1
→ -19 | 7
COC(=O)[C@@H](NC(=O)c1ccc2c(c1)S(=O)(=O)c1ccccc1C2=O)C(C)C
→ -41 | 73*
COC(=O)c1sccc1NC(=O)/C=C/c1c(Cl)cccc1Cl
→ -23 | 15
COc1ccc([C@H](OC)[C@@]2(Cc3ccc(O)cc3)N=C(N)N(C)C2=O)cc1
→ -12 | -1
O=S1(=O)CCN2C(=N1)SC1=C2CCN(Cc2ccccc2)C1
→ -4 | 7
CCc1c(C)c2ccc(OCC(=O)NCC3CCC(C(=O)O)CC3)c(C)c2oc1=O (configuration not stated)
→ 12 | 11
COc1ccc(CNc2ccc3c(c2)CCC3)cc1OC
→ -5 | 8
Cc1oc(-c2ccc(Cl)cc2)nc1CN1CCC(C(=O)NCCCN2CCOCC2)CC1
→ -13 | 1
COc1cc(NS(=O)(=O)c2ccc(NC(=S)NC(=O)CC(C)C)cc2)nc(OC)n1
→ -14 | 10
CCCOc1ccc(N2CC(C(=O)Nc3ccccn3)CC2=O)cc1 (configuration not stated)
→ 1 | 0
CN(Cc1ccccc1)C(=O)COC(=O)c1cc(S(=O)(=O)N(C)C)ccc1N1CCCC1
→ -23 | 12
CCN(CC)S(=O)(=O)c1ccc(N2CCCC2)c(C(=O)OCC(=O)N2CCCC2)c1
→ -28 | 21
CCOC(=O)c1sc(-c2ccc(C(F)(F)F)cc2)nc1O
→ 14 | 7
CCOC(=O)c1cn(-c2c(Cl)cccc2Cl)c2cc(Cl)c([N+](=O)[O-])cc2c1=O
→ -25 | 52
Cc1ccc(NS(=O)(=O)c2cc(C(=O)N(C)C3CCN(C)CC3)ccc2Cl)cc1Cl
→ -17 | 2
CCOC(=O)c1[nH]c2ccccc2c1NC(=O)NC(C)C
→ -9 | -5
COc1cccc(C2CC(c3cccs3)=NN2C(=O)CSc2nc3ccccc3o2)c1OC (configuration not stated)
→ -7 | 8
CC1C(=O)Nc2ccccc2N1C(=O)c1ccc(F)cc1 (configuration not stated)
→ -11 | 15
CCCC(=O)NC(c1ccc(Cl)cc1)c1ccc2cccnc2c1O (configuration not stated)
→ -18 | 29
O=S(=O)(N1CCCCC1)N1CCNCC1
→ -3 | 13
CC(=O)C[C@@H](O)CC(=O)[C@@H]1OC(=O)CCCCCCCCc2ccccc21
→ -10 | 5
Cn1cc(C(=O)c2ccc(Cl)cc2Cl)cc1C(=O)N/N=C(\N)COc1cccc(C(F)(F)F)c1
→ 5 | 24
COc1cc(OC)c2c(-c3cccc(-c4ccc(N(C)C)cc4)c3)cc(=O)oc2c1
→ -38 | 3
CCCCOCC(O)Cn1c(C)nc2ccccc21 (configuration not stated)
→ -5 | 1
COc1cc(OC)cc(C(=O)O/N=C(\N)c2ccccn2)c1
→ -28 | 14
Cc1cccc(-c2cc3nc(C)cc(C)n3n2)c1
→ 21 | 65*
CCOc1ccc(-c2noc(CCCC(=O)NC3CCCC3)n2)cc1OC
→ -26 | 12
CCOc1ccc(NC(=O)CSc2nccn(-c3ccc4c(c3)OCCO4)c2=O)cc1
→ -22 | 18
Fc1ccccc1Cc1noc(CN2CCN(Cc3ccc4c(c3)OCO4)CC2)n1
→ -26 | 13
COc1cc(-c2nnc(Sc3ccc(C(F)(F)F)cc3[N+](=O)[O-])o2)cc(OC)c1OC
→ 5 | 4
Cc1nc2c(-c3ccccc3)c(C)nn2c(C)c1CCC(=O)O
→ -9 | 8
O=C(NC1CCCC1)C(c1ccccc1)N(Cc1ccccc1)C(=O)c1csnn1 (configuration not stated)
→ -23 | 10
COc1ccccc1NS(=O)(=O)c1cc(NC(=O)Nc2ccccc2)ccc1N1CCCCC1
→ -2 | 14
O=C(NCCCN1CCCC1=O)c1cc(=O)c2ccccc2o1
→ -4 | 26
CCCc1cc(=O)[nH]c(SCCc2ccccc2)n1
→ -10 | 5
CCN(Cc1ccccc1)C(=O)C1CCN(Cc2ccc(OC)c(OC)c2OC)CC1
→ -16 | 5
S=c1[nH]nc(-c2ccco2)n1/N=C/c1cccc(Cl)c1
→ -21 | 17
O=C(Cc1cccs1)Nc1cccc(-c2nnc(-c3ccco3)o2)c1
→ -33 | 19
O=C(Nc1ccccc1)N1CCN(Cc2ccc3c(c2)OCO3)CC1
→ -19 | 8
CCOC(=O)c1ccc(NC(=O)CSc2nnnn2CCCO)cc1
→ -9 | 19
O=C(CN(C(=O)CCC(=O)Nc1nccs1)c1cccc(F)c1)NCc1ccc2c(c1)OCO2
→ -37 | 30
CCOC(=O)C1CCCN(c2ncnc3c2oc2ccccc23)C1 (configuration not stated)
→ 55* | 89*
CC(OC(=O)/C=C/c1ccc2ccccc2n1)C(=O)N(C)c1ccccc1 (configuration not stated)
→ -3 | 9
COc1ccc(C)cc1NC(=O)NCc1ccccn1
→ -1 | 9
O=S(=O)(Cc1cc(NCc2ccccc2)nc(-c2ccccn2)n1)c1ccccc1
→ -40 | -21
COc1ccc(CCNC(=O)c2csc3c2CCCC3)cc1OC
→ -21 | 1
CCC(C)(C)n1nnnc1C(c1cc2cccc(C)c2[nH]c1=O)N1CCCC1 (configuration not stated)
→ -7 | 14
C#Cc1cccc(C(=O)N2CCCC(C(=O)c3ccc(OC)cc3C)C2)c1 (configuration not stated)
→ -11 | 17
COc1cc(C(=O)NCC2CCCO2)ccc1OCc1ccccc1Cl (configuration not stated)
→ -10 | 43
CC1CCN(S(=O)(=O)c2ccc3c(c2)N(C)C(=O)CC(=O)N3C)CC1
→ -4 | 9
CCOC(=O)c1sc(NC(=O)CCN2CCCCCC2)c(C(=O)OCC)c1C
→ -22 | 23
COc1ccc(CCNc2nc(-c3ccc(O)cc3)cs2)cc1OC
→ 61* | 32*
O=C(NNC(=O)c1ccc(-n2cncn2)c([N+](=O)[O-])c1)c1ccc(Cl)cc1
→ -4 | 35
CC(C)Oc1ccc(OCCNC2CCCC2)cc1
→ -7 | 7
Cc1ccc(OCCOC(=O)Cn2nc(C)c([N+](=O)[O-])c2C)cc1
→ -1 | 30
CCS(=O)(=O)c1ccc2oc(SCC(=O)Nc3ccc(OC)cc3)nc2c1
→ -9 | 12

Going on with the list.
Values run as follows: OX1R antag-1 | OX1R antag-2
O=C(Nc1ccc(N2CCOCC2)cc1N1CCOCC1)c1cccc([N+](=O)[O-])c1
→ -7 | 25
Cc1ccc(S(=O)(=O)NCc2ccc(C(=O)NCCCN3CCC(Cc4ccccc4)CC3)cc2)cc1
→ -8 | 9
O=C(Nc1ccc2c(c1)C(=O)NC2=O)c1cccc(C(F)(F)F)c1
→ -24 | 14
CCc1cc(=O)oc2cc(OC(C)C(=O)NCCCn3ccnc3)ccc12 (configuration not stated)
→ -7 | 5
CN1CCc2cc3c(c4c2[C@H]1[C@H](O)c1ccccc1-4)OCO3
→ -17 | 119*
COc1ccc2cc(C(=O)C3CCCN(C(=O)/C=C/c4ccccn4)C3)ccc2c1 (configuration not stated)
→ 1 | 28
CC(C)(C)NC(=O)COC(=O)CCC(=O)c1ccc(F)cc1
→ 0 | 15
Cc1cc(C)n(-c2nc3ccccc3nc2Nc2ccc(CC(=O)O)cc2)n1
→ -4 | 7
NC(=O)Cn1c(=O)n(CC(=O)N2CCCCC2)c(=O)c2sccc21
→ -5 | 8
COc1cc(CC(=O)OCC(=O)Nc2cccc([N+](=O)[O-])c2)cc(OC)c1OC
→ -14 | 7
O=C(COc1ccc2c3c(c(=O)oc2c1)CCCC3)NCCCn1ccnc1
→ -16 | 9
CC[C@]12c3[nH]c4ccccc4c3CCN1C(=O)C(CC(=O)NCCc1ccccn1)C[C@@H]2C(=O)N1CCN(C(=O)C2CC2)CC1 (some centres not stated)
→ -6 | 3
COc1ccc(NC(=O)COc2ccc(CNCCCN3CCOCC3)cc2OC)cc1
→ -17 | 11
COCCCNC(=O)CCc1nnc2ccc(N3CCC(C)CC3)nn12
→ -18 | -2
NNC(=O)c1ccc(Cn2cc(Cl)cn2)cc1
→ -16 | 0
S=c1[nH]nc(COc2ccc(Cl)cc2)n1C1CCCCC1
→ -5 | 14
Cc1sc2nc(COC(=O)c3ccc(Cl)c(N)c3)[nH]c(=O)c2c1C
→ -20 | 12
O=C(COC(=O)c1cnc(Cl)c(Cl)c1)NCCC1=CCCCC1
→ -26 | 9
CC1CCC/C(=C\Nc2ccc(O)cc2)C1=O (configuration not stated)
→ -14 | 9
COc1ccc(CC(=O)NC2CCN(Cc3nnnn3C(C)(C)C)CC2)cc1OC
→ 10 | 8

Laid out differently: entries from further up
OX1R antag-1	OX1R antag-2	SMILES
-8	9	Cc1ccc(S(=O)(=O)NCc2ccc(C(=O)NCCCN3CCC(Cc4ccccc4)CC3)cc2)cc1
-24	14	O=C(Nc1ccc2c(c1)C(=O)NC2=O)c1cccc(C(F)(F)F)c1
-7	5	CCc1cc(=O)oc2cc(OC(C)C(=O)NCCCn3ccnc3)ccc12 (configuration not stated)
-17	119*	CN1CCc2cc3c(c4c2[C@H]1[C@H](O)c1ccccc1-4)OCO3
1	28	COc1ccc2cc(C(=O)C3CCCN(C(=O)/C=C/c4ccccn4)C3)ccc2c1 (configuration not stated)
0	15	CC(C)(C)NC(=O)COC(=O)CCC(=O)c1ccc(F)cc1

(list continues)
Values run as follows: OX1R antag-1 | OX1R antag-2
O=C(NCc1ccccc1)c1ccccc1-c1nc2ccccc2[nH]1
→ -31 | 11
CC1CCc2ccc(F)cc2N1S(=O)(=O)c1cccs1 (configuration not stated)
→ -2 | 4
CCN1CCN(CCn2c(=S)[nH]c3ccccc3c2=O)CC1
→ -13 | 28
O=C(Nc1ccc2snnc2c1)N1CCN(c2ccccc2)CC1
→ -5 | 2
c1ccc2c(c1)OCCOCCOc1ccccc1OCCOCCO2
→ -20 | 18
BrC(=C\c1ccccc1)/C=N/Nc1ccc2nncn2n1
→ 1 | 18
CN1C[C@H](C(=O)NC2(C)OC3(O)[C@@H]4CCCN4C(=O)[C@H](Cc4ccccc4)N3C2=O)CC2c3cccc4[nH]cc(c34)C[C@H]21 (some centres not stated)
→ -16 | 11
Fc1ccc(Cn2nnc(-c3ccc(CN4CCOCC4)cc3)n2)cc1
→ -13 | 19
O=C1C=C(NC2CCCCC2)CCC1
→ -2 | 22
COc1cc(NC(=O)CSc2nc(C)cc(C)n2)cc(OC)c1OC
→ -19 | 15
CC(C)(C)c1ccc(SCCc2cccnc2)cc1
→ -18 | 13
COc1ccc(/C=N/NC(=S)N[C@H]2CC3CCC2C3)cc1 (some centres not stated)
→ 2 | 2
CCn1c(SCC(=O)N/N=C/C(C)=C\c2ccco2)nnc1-c1ccccc1
→ -32 | 24
CC(Sc1ccc(Cl)cc1)C(=O)NCc1ccc2c(c1)OCO2 (configuration not stated)
→ -21 | 23
CCCSCCCNC(=O)Cn1c(=O)c2cccn2c2ccccc21
→ -8 | 18
FC(F)(F)c1ccc2c(c1)N1CCCC1CN2 (configuration not stated)
→ -17 | 23
COCc1cc(C)nc(SCC(=O)Nc2cccc3cccnc23)c1C#N
→ -2 | 52*
O=C(NN1S(=O)(=O)c2ccccc2S1(=O)=O)c1ccc(Br)cc1
→ -12 | 4
CCOc1ccccc1C(=O)N[C@H](C(=O)OCc1cc([N+](=O)[O-])cc2c1OCOC2)C(C)C
→ 6 | 29
COc1cc2c(cc1NC(=O)CSc1ccc(C)cc1)oc1ccccc12
→ -10 | 8
CC(=O)N/N=C(\C)CC(=O)Nc1cccc(C(F)(F)F)c1
→ -7 | 1
CCOC(=O)c1c(C2CC2)csc1NC(=O)COC(=O)c1cnc(Cl)c(Cl)c1
→ -4 | 10
O=C(NCc1ccccc1Cl)C(=O)NCC1OCCN1S(=O)(=O)c1cccs1 (configuration not stated)
→ -20 | 23
Cc1ccc(-n2c(CCC(=O)O)ccc2-c2cccs2)cc1C
→ -15 | 15
CC1(C)CC(=O)C(C=NCCN2CCNC2=O)=C(O)C1
→ -4 | -5
Clc1ccc(-n2nnnc2-c2ccno2)cc1
→ -4 | 4
O=C(Nc1ccn(C2CC(OC(=O)c3ccccc3)C(CO)O2)c(=O)n1)c1ccccc1 (configuration not stated)
→ -25 | 27
O=C1CN(C(=O)COC(=O)CCS(=O)(=O)c2ccccc2)c2ccccc2N1
→ 12 | 7
CC(C)c1ccc(NC(=O)CNCC(c2ccccc2)N(C)C)cc1 (configuration not stated)
→ -28 | 11
O=C(Cn1c(=O)c2cccn2c2cccnc21)NCCCN1CCN(c2ccc(F)cc2)CC1
→ -27 | -2
Cn1c(=O)c2cc(S(=O)(=O)NCCC(=O)NCc3ccccc3Cl)ccc2n(C)c1=O
→ -23 | 13
CCOC(=O)c1c(C)[nH]c(C)c1C(=O)CSc1nc2ccccc2c(=O)n1-c1ccc(CC)cc1
→ -21 | 16
CC(C)(C)C(=O)c1cnc(Nc2ccccc2)s1
→ -18 | 36
COc1ccc(CC(C)CC(=O)NCCc2ccc(OC)c(OC)c2)cc1 (configuration not stated)
→ -21 | -2
C/C(=N/NC(=O)CCc1c(C)n[nH]c1C)c1cccc([N+](=O)[O-])c1
→ 1 | 15
O=Cc1ccc(O)cc1O
→ 10 | 12
CCc1ccccc1NC(=S)N(CCN1CCOCC1)Cc1ccccc1F
→ -30 | 17
Cc1cccc(N2C(=O)C(O)=C(C(=O)c3cccs3)C2c2ccc(F)cc2)n1 (configuration not stated)
→ -15 | 9
O=C(NCCc1ccccc1)C1CCC(CNS(=O)(=O)c2ccc(F)cc2)CC1 (configuration not stated)
→ -5 | 5
Cc1ccc(S(=O)(=O)/N=C(\N)Nc2nc(C)c3ccccc3n2)cc1
→ -22 | 12
CCN(CC(=O)NCc1ccc(Cl)cc1)C(=O)CCOc1ccc(C)cc1
→ -23 | 10

Bioassay records: PubChem, The Scripps Research Institute Molecular Screening Center
